PLK1 PBD inh: PLK1 (human) polo-box domain binding inhibition; Plk1 PBD binding of FITC phosphopeptide, fluorescence polarization; AID 720504; Potency, µM, without a hit: max response, negative = inhibition, hits mostly inhibitors; 360,000 tested, 2.8% active; further: potency means the concentration at half of the fitted maximal effect; series mostly up to about 57 µM; on the % scale 0 is the no-effect control and ±100 the full control effect; nearly all actives have a fitted effect of over 65% in size
Target sequence (P53350 whole entry, looked up, the tested form may be a part): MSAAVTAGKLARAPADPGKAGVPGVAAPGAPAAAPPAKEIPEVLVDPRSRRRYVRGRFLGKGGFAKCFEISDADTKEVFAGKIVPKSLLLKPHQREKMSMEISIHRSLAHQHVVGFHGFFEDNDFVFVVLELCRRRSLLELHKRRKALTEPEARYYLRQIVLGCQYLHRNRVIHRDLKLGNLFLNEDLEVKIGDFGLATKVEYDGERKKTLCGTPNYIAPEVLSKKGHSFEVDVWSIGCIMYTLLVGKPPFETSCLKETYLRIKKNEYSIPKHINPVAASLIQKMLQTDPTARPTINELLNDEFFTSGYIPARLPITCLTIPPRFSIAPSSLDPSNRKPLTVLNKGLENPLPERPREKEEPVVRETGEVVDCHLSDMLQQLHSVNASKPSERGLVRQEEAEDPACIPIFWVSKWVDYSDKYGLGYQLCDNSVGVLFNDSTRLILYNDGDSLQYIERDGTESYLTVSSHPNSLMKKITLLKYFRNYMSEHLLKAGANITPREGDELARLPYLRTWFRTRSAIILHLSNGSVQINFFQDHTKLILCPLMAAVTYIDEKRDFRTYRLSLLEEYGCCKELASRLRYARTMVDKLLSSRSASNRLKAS
WRN inhibitor: WRN helicase (human) inhibition | WRN helicase unwinding, fluorescent forked duplex, kinetic | Potency, µM (highest dose often 114 µM), without a hit: at the top dose activity change, negative = inhibition, hits mostly inhibitors | 360,000 tested, 0.46% active | AID 651768; further: potency means the concentration at half of the fitted maximal effect; on the % scale 0 is the no-effect control and ±100 the full control effect; nearly all actives have a fitted effect of over 55% in size
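Primary qHTS, 1536-well format. 20 nM WRN + compound, 15 min RT; start with 100 nM forked fluorophore/quencher duplex, 2 mM ATP (final); kinetic read ex 525/em 598 nm.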
EPAC1 antag: EPAC1 (human) antagonism. 360,000 tested, 0.14% active. EPAC1 GEF assay, Rap1b-BODIPY-GDP exchange fluorescence. Potency, µM (top dose mostly 115 µM), for the others: at the highest dose activity change, negative = inhibition, most hits filed as inhibitors. O95398;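 further: potency means the concentration at half of the fitted maximal effect; plate controls were vehicle for no effect and positive control for full effect; nearly all actives have a fitted effect of over 50% in size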
PI5P4Ka inh: inhibitors of human PI5P4K alpha; P48426; PI5P4Kalpha enzyme, ADP-Glo luminescence, 60 min; active compounds read low; max response, %; 330,000 tested, 1.2% active; AID 652105; active means max response of -50% or lower; inconclusive means between -30% and -50%; inactive means -30% or higher; further: value at the top dose of about 77 µM; on the % scale 0 is the no-effect control and ±100 the full control effect
Target sequence (P48426 whole entry, looked up): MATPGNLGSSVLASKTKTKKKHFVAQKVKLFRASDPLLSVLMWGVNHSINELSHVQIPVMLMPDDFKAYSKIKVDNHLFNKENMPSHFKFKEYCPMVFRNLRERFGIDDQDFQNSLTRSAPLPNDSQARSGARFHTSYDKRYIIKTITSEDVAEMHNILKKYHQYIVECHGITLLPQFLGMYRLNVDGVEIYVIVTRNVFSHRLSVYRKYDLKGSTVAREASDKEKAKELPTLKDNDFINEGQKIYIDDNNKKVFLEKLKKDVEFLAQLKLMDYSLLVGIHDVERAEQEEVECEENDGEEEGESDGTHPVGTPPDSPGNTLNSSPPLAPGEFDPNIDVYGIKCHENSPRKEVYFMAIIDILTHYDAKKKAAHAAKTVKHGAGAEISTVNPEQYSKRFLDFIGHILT
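qHTS, 1536-well: enzyme/substrate mix, compound by pin tool, 5 microM ATP final; RT 60 min; ADP-Glo reagents 1 (45 min) then 2 (30 min); luminescence.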
Abeta rescue: restores growth of yeast expressing A-beta42 peptide. yeast expressing A-beta42, growth rescue, OD600, 48 h; response scale: 0% DMSO, 100% iron-clioquinol control. Potency, µM (highest dose often 46.1 µM), for the others: at the top dose growth rescue, hits mostly activators. 410,000 tested, 0.063% active. AID 1347071; further: potency means the concentration at half of the fitted maximal effect; nearly all actives have a fitted effect of over 55% in size
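Yeast A-beta toxicity model in growth medium with pinned compounds, 48 h at 30 C; growth read as absorbance at 600 nm. Normalized to FeCl3/clioquinol equimolar mix (positive) and DMSO (negative).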
aSyn rescue: alpha-synuclein toxicity inhibition in yeast; Yeast expressing alpha-synuclein, growth rescue, BacTiter-Glo, 24 h; Potency, µM (highest dose often 46.1 µM), inactives show at the highest dose growth rescue (activation), usual class: activators; 370,000 tested, 0.14% active; further: potency means the concentration at half of the fitted maximal effect; % of control where 0% means no effect; nearly all actives have a fitted effect of over 65% in size
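Rescue of yeast growth: cells expressing toxic alpha-synuclein, induced in galactose at OD600 0.02, incubated with compound 24 h at 30 C. ATP luminescence quantified growth; inhibitors of toxicity appear as activators.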
IL2 activator: IL-2 activation; AID 652025; 360,000 tested, 0.065% active; IL-2 activation reporter assay, cell-based qHTS; stimulated with anti-CD3/CD4/CD28 beads; in transgenic mouse T cells; activation, % (series mostly up to about 46 µM); in the data active means activation above about 50%; inconclusive means mostly about 30% to 49%; further: 0% is about no effect
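Readout: EGFP and DsRed signals by fluorescent plate cytometry. Unstimulated transgenic mouse T cells received compound 60 min before antibody-bead stimulation, then incubated 18 h at 37 degrees C.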
FUS yeast rescue: FUS proteinopathy suppression in yeast. Potency, µM (series often up to 76.6 µM), for the others: at the highest dose growth rescue (activation), usual class: activators. AID 1347120. 390,000 tested, 0.24% active. S. cerevisiae FUS-expressing, growth rescue, OD600, 24 h;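 further: potency means the concentration at half of the fitted maximal effect; plate controls were DMSO vehicle for no effect and reference control for full effect; nearly all actives have a fitted effect of over 55% in size; some results filed as inactive show a strong effect at the top dose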
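Compound concentration series was pinned onto galactose-induced FUS-expressing yeast seeded at OD 0.005. Plates sat 24hr at 30C; absorbance at 600 nm gave growth. DMSO served as background control.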
EPAC1 agonist: activates human EPAC1 exchange factor | O95398 | EPAC1 agonist qHTS, biochemical assay; response scale: 100% = response to 6.5 mM cAMP | Potency, µM (highest dose often 154 µM), without a hit: top-dose activation, usual class: activators | 360,000 tested, 0.073% active | AID 720707; further: potency means the concentration at half of the fitted maximal effect; nearly all actives have a fitted effect of over 60% in size
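Read-out is the fluorescence drop as BODIPY-GDP leaves Rap1B (480 nm excitation, 540 nm emission), recorded every 5 minutes over 30 minutes. Reactions held 100 nM EPAC1, 250 nM Rap1B–BODIPY-GDP and 50 uM GDP, with 6.5 mM cAMP setting full activation.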
The depositor's hits bear a star; ? = inconclusive; . = no result given; & = joins results of further samples; [ ] = another dose, or the depositor's remark. Unless noted, the call rests on the fitted dose curve; in most records, active means well fitted curve in the direction sought with a large enough effect; inconclusive means small, poorly fitted or top-dose-only effect, or another doubt; inactive means no such curve, though single readings can be large; an effect the other way counts as inactive or inconclusive.

SMILES	PLK1 PBD inh	WRN inhibitor	EPAC1 antag	PI5P4Ka inh	Abeta rescue	aSyn rescue	IL2 activator	FUS yeast rescue	EPAC1 agonist
C#CCOCCOCCOCCNc1nc(N2CCN(C(=O)[C@H](CCC(=O)O)n3cc(C(N)CO)nn3)CC2)nc(N2CCN(C(=O)[C@H](CCC(=O)O)n3cc(C(N)[C@H](C)CC)nn3)CC2)n1 (stereo partly specified)	?	-7%	-3%	-1	-13%	-12%	-3.5	27%	-5%
COc1ccc(CNC(=O)CCc2ccc(S(=O)(=O)N3CCCCCC3)cc2)cc1	0%	1%	0%	5	-4%	8%	1.6	26%	3%
CC(C)Cc1nc(N2CCCCC2)c(C#N)c2c1CCC2	-1%	-4%	0%	11	39%	-15%	0.0	2%	-3%
COc1ccc(NC(=O)CCNS(=O)(=O)c2cccc3nonc23)cc1Cl	-2%	3%	-19%	2	-3%	5%	0.9	0%	-5%
O=C(c1ccccc1OC(F)F)N1CCN(S(=O)(=O)c2ccc3c(c2)OCCCO3)CC1	-16%	-5%	-7%	4	10%	5%	1.3	16%	6%
COc1cccc(NC(=O)CCNS(=O)(=O)c2cccc3nsnc23)c1	-6%	6%	-1%	1	-8%	-5%	0.2	11%	10%
CC(=O)NCC1CCN(C(=O)C2CCC(=O)N(CCc3cccc(F)c3)C2)CC1 (stereo unspecified)	1%	-15%	-4%	7	7%	5%	-1.0	.	-2%
CC(C)C(=O)Nc1ccc(C(=O)NNC(=O)CCCOc2ccc(Cl)cc2Cl)cc1	3%	-12%	4%	.	9%	4%	-0.2	42%	5%
CC(C)(C)NC(=O)N1CCCC(C(=O)c2cccc(Cl)c2)C1 (stereo unspecified)	-13%	0%	7%	-11	7%	1%	1.1	-4%	9%
O=C(CSCc1ccc(Cl)cc1)N1CCN(Cc2ccc3c(c2)OCO3)CC1	-15%	-7%	-1%	7	15%	11%	-0.6	-8%	8%
Cc1ccc(-n2ncc3c2CC(C)(C)CC3NC(=O)C2CCOCC2)cc1 (stereo unspecified)	3%	-2%	6%	3	13%	12%	-1.6	5%	-12%
Cc1cccc(-n2cc(CN3CCN(Cc4nccn4C)CC3)c(-c3cccc(F)c3)n2)c1	-6%	2%	-10%	-1	-12%	-4%	-2.1	-20%	5%
N#Cc1cnc(Oc2ccc(Cl)cc2)nc1N	4%	-6%[57.1 µM]	3%	-2	19%	1%	-0.9	26%	5%
Cc1ccc(NC(=O)CSCC(=O)N2CCN(c3cccc(C(F)(F)F)c3)CC2)cc1	-2%	-8%	-29%	-4	32%	29%	-3.1	47%	5%
COc1cc2c(cc1OC)C(C)N(C(=O)c1cccc([N+](=O)[O-])c1)CC2 (stereo unspecified)	?	8%[57.1 µM]	-29%	7	9%	22µM*	0.9	-11%	-5%
COc1ccc(C(=O)CC2SC(N)=NC2=O)cc1 (stereo unspecified)	-19%	0%	-21%	-3	-5%	-11%	0.2	2%	8%
COCC(C)n1c(C)cc(C(=O)COC(=O)c2n[nH]c3ccccc23)c1C (stereo unspecified)	-21%	2%	7%	-1	16%	5%	-1.1	20%	0%
O=C(O)c1ccc(NC(=O)C2CCCCC2)cc1	-4%	8%	7%	-1	0%	-1%	-1.7	15%	1%
COc1ccc(CCn2c(=O)c3cccnc3n(Cc3cccc([N+](=O)[O-])c3)c2=O)cc1OC	-13%	0%	7%	-1	-9%	-2%	-0.2	3%	8%
CCSC(=S)Nc1c(C)n(C)n(-c2ccccc2)c1=O	-9%	2%	11%	-1	1%	-1%	-0.4	20%	-4%
CCN1CCSc2ccc(C(=O)NCc3cccc(F)c3)cc21	1%	-5%	-14%	4	10%&-10%	1%	-0.8	-19%&11%	-1%
Cc1nn(C)c(Cl)c1CN1CCC(CO)(CC2CCCCO2)CC1 (stereo unspecified)	-4%	-14%	1%	0	-8%	-5%	0.9	-22%	5%
CC(C)Cc1nnc(NC(=O)CCC(=O)N2CCN(c3ccccc3)CC2)s1	-12%	-9%	2%	1	-2%	0%	-3.2	9%	6%
COc1cccc(CN(C)C(=O)CN2C(=O)NC(c3ccccc3)(c3ccccc3)C2=O)c1	3%	-3%	-5%	-8	?	4%	2.3	?	12%
CCN(Cc1cnn(C)c1)C(=O)c1cc(COc2cc(C)c(Cl)c(C)c2)on1	-17%	-1%	-21%	1	2%	10%	-0.9	27%	1%

6 compounds already listed, ordered by length of the SMILES, largest number first:
SMILES	PLK1 PBD inh	WRN inhibitor	EPAC1 antag	PI5P4Ka inh	Abeta rescue	aSyn rescue	IL2 activator	FUS yeast rescue	EPAC1 agonist
Cc1ccc(NC(=O)CSCC(=O)N2CCN(c3cccc(C(F)(F)F)c3)CC2)cc1	-2%	-8%	-29%	-4	32%	29%	-3.1	47%	5%
CC(C)Cc1nnc(NC(=O)CCC(=O)N2CCN(c3ccccc3)CC2)s1	-12%	-9%	2%	1	-2%	0%	-3.2	9%	6%
Cc1ccc(-n2ncc3c2CC(C)(C)CC3NC(=O)C2CCOCC2)cc1 (stereo unspecified)	3%	-2%	6%	3	13%	12%	-1.6	5%	-12%
CC(C)(C)NC(=O)N1CCCC(C(=O)c2cccc(Cl)c2)C1 (stereo unspecified)	-13%	0%	7%	-11	7%	1%	1.1	-4%	9%
CC(C)Cc1nc(N2CCCCC2)c(C#N)c2c1CCC2	-1%	-4%	0%	11	39%	-15%	0.0	2%	-3%
COc1ccc(C(=O)CC2SC(N)=NC2=O)cc1 (stereo unspecified)	-19%	0%	-21%	-3	-5%	-11%	0.2	2%	8%

Following part:
SMILES	PLK1 PBD inh	WRN inhibitor	EPAC1 antag	PI5P4Ka inh	Abeta rescue	aSyn rescue	IL2 activator	FUS yeast rescue	EPAC1 agonist
Cc1nn(-c2ccc(F)cc2)c(Cl)c1C(=O)N(C)CC(=O)Nc1cccc(F)c1	1%	-8%	-9%	-5	14%	4%	-1.1	18%	-22%
COc1ccc(CN2C3CCC2CC(NC(=O)c2cc(OC)c(OC)c(OC)c2)C3)cc1 (stereo unspecified)	-12%	7%	17%	1	16%	2%	-0.1	-1%	10%
Cc1ccc(/C=C/C(=O)N2CCN(Cc3ccccc3)CC2)o1	-16%	7%	-6%	-14	27%	5%	-0.9	.	1%
Cc1nc2sc3c(c2c(=N)n1N)CCCC3	-1%	2%	-2%	2	-3%	0%	-0.3	7%	9%
O=C(CN1C(=O)c2cccc3cccc(c23)C1=O)N1CCCCC1	-19%	8%	-4%	-5	-4%	3%	0.1	-15%	8%
CCC(C)(C)C1CCC2(CC1)NC(=O)N(CC(=O)NCCOc1ccccc1)C2=O (stereo unspecified)	-4%	5%	11%	2	-7%	-3%[1.84 µM]	0.2	31%	-15%
CCCC(=O)NC(Nc1c(C)n(C)n(-c2ccccc2)c1=O)C(Cl)(Cl)Cl (stereo unspecified)	0%	-1%	-17%	1	11%	5%	1.0	-32%	-14%
CCc1ccc2[nH]c(=O)c(CN(CCCN3CCOCC3)C(=O)Nc3ccc(F)cc3)cc2c1	0%	6%	4%	0	6%	-1%	0.2	0%	-4%
Cc1ccc(CSCc2nc3ccccc3[nH]2)cc1	-16%	-20%	-16%	3	27%	6%	-1.5	29%	-10%
O=[N+]([O-])c1ccc2[nH]cc(S(=O)(=O)N3CCN(c4cccc(Cl)c4)CC3)c2c1	-14%	-10%	-22%	-8	14%	-1%	-3.3	-1%	12%
N#CCCN/N=C(/Cc1nc2ccccc2[nH]1)c1cccc(Cl)c1	-5%	-6%	-1%	-21	6%	-3%	-0.3	23%	2%
CCOC(=O)c1ccc2c(c1)n(CCO)c(C)[n+]2CC	-5%	17%	2%	-10	-3%	-9%	-2.9	-9%	5%
Cc1ccc(OCC(=O)N(Cc2cccc(F)c2)C2CCS(=O)(=O)C2)cc1 (stereo unspecified)	-14%	-6%	8%	2	-3%	-3%	-1.8	14%	-3%
COC(=O)c1c(NC(=O)CSc2nnnn2-c2ccccc2)sc2c1CCCC2	1%	-9%[57.1 µM]	9%	-2	21%	12%	-2.6	16%	3%
O=S(=O)(CCN1CCOCC1)c1ccccc1	2%	-12%	-12%	0	10%	-5%	-4.4	2%	-5%
COc1cc(CC(=O)Nc2sccc2C(N)=O)cc(OC)c1OC	12%	-8%	-21%	4	21%	0%	-0.8	?	3%
Cc1cc(NC(=O)c2ccc(Cl)cc2)n(-c2ccccc2)n1	-6%	4%	14%	-1	-2%	0%	0.7	-35%	-4%
COc1ccc(/C=C/C(=O)NC2CC3CCC2C3)cc1 (stereo unspecified)	-11%	-2%	3%	0	6%	3%	0.4	-2%	3%
CSCCC(NS(=O)(=O)c1ccccc1F)C(=O)NCC(c1ccco1)N(C)C (stereo unspecified)	-5%	2%	-9%	-9	?	-3%	0.0	-10%	-2%
Cc1ccc(C(C(=O)NC2CCCC2)N(Cc2cccs2)C(=O)CNC(=O)c2cccs2)o1 (stereo unspecified)	-3%	3%	9%	-1	10%	0%	-1.4	13%	2%
CCOc1ccc(-n2c(=S)sc3c(=O)n(-c4ccccc4)c(SC)nc32)cc1	-16%	-1%	-10%	3	-12%	-5%	-2.3	-12%	15%
COc1cccc(Cn2nnc(C(=O)NCc3ccc4c(c3)OCO4)c2N)c1	-10%	-2%	16%	1	-5%	-9%	-1.9	-6%	14%
Cc1c(C(=O)NN)sc(-c2ccccc2)c1C#N	4%	3%	-2%	1	-15%	-1%	-1.1	22%	1%
Clc1ccccc1-c1ccc2ncnc(NCc3cccnc3)c2c1	.	.	-3%	.	2%	.	3.3	-9%	1%
Cc1ccc2sc(N(CCN(C)C)C(=O)c3ccc4ccccc4c3)nc2c1C	-8%	-4%	7%	-7	-6%	-19%	0.0	8%	-16%
COc1ccc(N=c2cc(-c3ccc(OC)cc3)oc3ccccc23)cc1	-3%	?	-27%	7	-3%	2%	-5.6	.	2%
O=C(Nc1ccccc1)N1CCCC1c1cccs1 (stereo unspecified)	5%	6%	-5%	-5	6%	-1%	3.4	-1%	0%
COc1ccccc1C(CNC(=O)c1cc(C)nc2ccccc12)N(C)C (stereo unspecified)	-3%	20%	2%	2	1%	-1%	1.5	6%	11%
CCc1ccccc1OCC(=O)NC1CCCC1	-19%	-4%	-6%	0	-5%	4%	-0.6	.	0%

Assay outcomes from PubChem.
